# CCR6 antag: blocks CCL20-driven beta-arrestin recruitment at human CCR6; CHO-K1 CCR6 PathHunter beta-arrestin, luminescence, CCL20-stimulated; inhibition, % at 20 µM; actives 0.49% (n = 340,000); AID 493098;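 active means compounds whose inhibition of the agonist-driven luminescence signal at 20 µM reaches about 50%, limit read from the data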;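 further: cells stimulated with CCL20 at 14 nM final; plate controls were DMSO with CCL20 for no effect and DMSO without agonist for full effect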
# Target sequence (P51684 whole entry, looked up): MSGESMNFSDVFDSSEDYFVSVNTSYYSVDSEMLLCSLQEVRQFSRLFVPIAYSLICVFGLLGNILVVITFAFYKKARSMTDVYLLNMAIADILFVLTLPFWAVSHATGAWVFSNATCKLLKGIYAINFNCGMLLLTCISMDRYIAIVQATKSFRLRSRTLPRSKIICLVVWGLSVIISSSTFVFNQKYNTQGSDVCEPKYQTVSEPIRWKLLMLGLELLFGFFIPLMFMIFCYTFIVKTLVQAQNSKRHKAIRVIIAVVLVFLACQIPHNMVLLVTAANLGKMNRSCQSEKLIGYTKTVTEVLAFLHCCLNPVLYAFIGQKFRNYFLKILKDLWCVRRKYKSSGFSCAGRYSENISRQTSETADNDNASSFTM
# UBC13 polyUb: blocks human UBC13 polyubiquitin chain formation | P61088 | TR-FRET | inhibition, % at 20 µM | actives 0.47% (n = 330,000) | AID 485273; in the data active means inhibition above about 45%, passing the limit was not always enough
# Target sequence (P61088 whole entry, looked up): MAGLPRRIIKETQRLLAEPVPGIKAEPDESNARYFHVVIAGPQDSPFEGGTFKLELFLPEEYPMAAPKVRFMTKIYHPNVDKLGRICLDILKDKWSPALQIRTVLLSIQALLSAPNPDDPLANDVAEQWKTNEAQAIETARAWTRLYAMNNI
# EBI2 block: EBI2 (human) antagonism; EBI2 beta-arrestin recruitment, luminescence, 7a,25-OHC stimulated; AID 651636; inhibition, % at 5 µM; actives 0.81% (n = 360,000); P32249; in the data active means inhibition above about 38%;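 further: enzyme fragment complementation signal reports receptor beta-arrestin coupling in cells; 0% = agonist plus DMSO wells and 100% = wells without agonist; some results beyond the cut were filed as inactive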
# Target sequence (P32249 whole entry, looked up, the tested form may be a part): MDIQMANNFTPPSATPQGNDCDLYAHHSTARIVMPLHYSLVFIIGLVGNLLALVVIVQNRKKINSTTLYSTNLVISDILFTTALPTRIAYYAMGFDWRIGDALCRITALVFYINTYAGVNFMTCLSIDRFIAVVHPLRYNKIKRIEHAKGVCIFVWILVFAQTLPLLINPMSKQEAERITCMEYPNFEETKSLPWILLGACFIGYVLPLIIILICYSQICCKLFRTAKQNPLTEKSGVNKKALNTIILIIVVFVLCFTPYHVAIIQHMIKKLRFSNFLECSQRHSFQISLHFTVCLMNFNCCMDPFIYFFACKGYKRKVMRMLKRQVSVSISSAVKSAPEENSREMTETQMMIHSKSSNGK
# Gli-Sufu antag: Gli-Sufu pathway antagonism | inhibition, % at 5 µM | actives 0.74% (n = 340,000) | Sufu-KO-LIGHT fibroblasts, Gli luciferase reporter luminescence;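 active means inhibition above about 55%, limit read from the data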;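 further: 0% = DMSO-treated cells and 100% = wells with medium but no cells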
# Apaf-1 inh: inhibitors of human Apaf-1 apoptosome | reconstituted apoptosome caspase-3 activity, DEVD-Rh110 fluorescence | O14727 | inhibition, % at 20 µM | actives 0.71% (n = 330,000); active means inhibition of at least 40% at 20 µM;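 further: plate controls were DMSO wells for no effect and DEVD-CHO caspase inhibitor wells for full effect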
#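 System: Apoptosome proteins | Medium: Hepes pH 7.5 with detergent and BSA | Also added: Cytochrome c trigger plus (Z-DEVD)2-Rh110 caspase-3 substrate | Incubation: 30 min compound preincubation, 50 min activation, room temperature | Detection: Rhodamine 110 fluorescence at Ex 480/Em 540 nm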
# 697 NFkB inh: lowers PMA/ionomycin-induced NF-kB signal in 697 B cells | 697 B-cell NF-kB luciferase reporter, 16 h | actives 0.33% (n = 330,000) | inhibition, % at 4 µM; in the data active means inhibition above about 35%
# SENP8 block: SENP8 protease inhibition; Q96LD8; purified SENP8, Z-RLRGG-aminoluciferin cleavage, luminescence; inhibition, % at 10 µM; actives 1.2% (n = 330,000); AID 2540
# Jurkat NFkB inh: lowers PMA/ionomycin-induced NF-kB signal in Jurkat cells; PMA/ionomycin-induced NF-kB luciferase reporter, luminescence; inhibition, % at 4 µM; actives 0.53% (n = 330,000)
# Starred values were filed as active, the others as inactive; / = not tested or not shown. Unless noted, no stated cut-off is given here; in the data, active means inhibition above about 50%; inactive means the rest.
SMILES,CCR6 antag,UBC13 polyUb,EBI2 block,Gli-Sufu antag,Apaf-1 inh,697 NFkB inh,SENP8 block,Jurkat NFkB inh
O=C(COc1ccc([N+](=O)[O-])cc1Cl)Nc1ccc2[nH]c(=O)[nH]c2c1,1.4,4.2,-3.5,7.3,-13.4,23.2,11.5,1.6
Cc1ccc2cc3cc(C(=O)NCc4ccc5c(c4)OCO5)oc3nc2c1,4.2,-6.6,6.4,-13.7,7.6,-4.2,12.5,5.4
O=C(COc1ccccc1)NCc1ccc2c(c1)OCO2,8.4,2.2,6.4,-22.1,-25.8,-0.8,-4.8,11.2
O=C(Nc1ccc2ccccc2n1)C1CCCCC1,-2.5,10.4,9.5,-51.4,-18.7,-89.6,48.5,-113.2
O=C(CC(C(=O)NCc1ccccc1)c1nc2ccccc2c(=O)[nH]1)NCc1ccccc1 (centres undefined),19.8,23.6,-4.8,-34.3,-5.0,5.8,2.5,-2.1
Cc1cc(C)nc(NS(=O)(=O)c2ccc(N=Cc3c(C)[nH]n(-c4ccccc4)c3=O)cc2)n1,5.4,5.4,-14.5,-4.9,-1.8,2.1,-0.8,-0.9
COc1ccc(N(CC(=O)NCc2ccco2)S(=O)(=O)c2ccc(OC)c(OC)c2)cc1,2.0,7.5,0.6,-1.2,-17.9,3.2,-1.4,-3.2
CCc1ccc2oc(C(=O)NCc3ccncc3)c(C)c2c1,-4.5,10.3,-0.6,6.0,9.4,-20.6,5.2,18.8
COC(=O)[C@H](CCSC)NC(=O)Nc1ccc(OC)cc1OC,-1.0,-4.1,-1.0,6.0,-8.1,6.2,-4.8,6.7
CC(C)C(NS(=O)(=O)c1cccs1)C(=O)NCc1ccc2c(c1)OCO2 (centres undefined),2.9,-8.3,-5.5,6.2,12.3,7.4,-13.9,-14.0
O=C(NCc1nnc(SCC(=O)N2CCCC2)o1)c1c(F)cccc1Cl,7.3,-4.4,3.0,1.9,1.8,-14.4,-6.0,-3.4
Cc1cc(C(=O)COC(=O)c2csc3c2CCCC3)c(C)n1C,14.8,-0.2,7.0,0.6,11.8,-13.5,-6.5,-7.4
C=CCn1c(SCc2cc(=O)n3ccsc3n2)nc2scc(C3CC3)c2c1=O,-0.3,-10.0,11.2,-3.5,20.8,-5.6,-9.6,-4.3
Cc1ccc(/C=C2\SC(N)=NC2=O)s1,2.6,-4.5,-2.6,-11.7,8.9,8.2,-9.3,1.3
NC(=O)COc1ccccc1C(=O)O,-0.4,-3.6,-12.4,3.3,5.6,8.8,-5.4,-3.6
COC(=O)c1ccc(C(=O)N2CCCC(Nc3ccc(C(C)C)cc3)C2)nc1 (centres undefined),19.4,0.0,6.1,-24.8,2.8,7.6,-6.4,-1.7
Cc1ccc(CC(=O)Nc2cccnc2)cc1,10.2,-4.1,6.7,-4.7,0.6,-10.6,-8.4,-16.3
O=C(NCC(c1ccco1)N1CCc2ccccc21)c1c(F)cccc1F (centres undefined),17.3,3.6,-1.8,-3.5,10.1,13.2,16.4,1.0
CCN(CC)C(=O)CSc1nc2cc(S(=O)(=O)N3CCOCC3)ccc2n1CC,4.7,-2.4,1.7,1.6,6.4,-2.2,-0.2,1.3
O=C(CSc1nnc(-c2ccccc2)n1Cc1ccccc1)N1CCOCC1,-0.5,-3.6,-10.7,-0.4,7.2,2.1,0.6,1.3
CC(=O)Nc1ccc(S(=O)(=O)N2CCC(C(=O)NCCc3c[nH]c4ccccc34)CC2)cc1,-0.6,-1.7,49.0*,6.4,0.4,10.7,-1.3,20.9
NC(=O)NC(CC(=O)NCCc1ccc(S(N)(=O)=O)cc1)c1ccccc1Cl (centres undefined),1.3,7.0,-4.6,-2.2,-26.9,12.9,7.1,12.3
COc1cc2c(cc1OC)-c1nnc(-c3cccs3)n1C1(CCCC1)C2,-0.5,3.2,0.2,-0.3,7.5,-22.2,-3.3,-3.2
O=C(COC(=O)c1cccc(S(=O)(=O)N2CCc3ccccc32)c1)NC1CCS(=O)(=O)C1 (centres undefined),13.6,1.0,4.9,2.0,-2.1,6.9,-8.1,8.2
CCN(C[C@H]1N[C@@](Cc2ccccc2)(C(=O)OC)[C@H]2C(=O)N(Cc3ccccc3)C(=O)[C@@H]12)C(=O)Nc1ccc(Cl)cc1,-13.7,-14.5,23.9,-26.5,18.5,-7.0,-2.6,-10.3

# Next section
SMILES,CCR6 antag,UBC13 polyUb,EBI2 block,Gli-Sufu antag,Apaf-1 inh,697 NFkB inh,SENP8 block,Jurkat NFkB inh
CN(c1ccc(OCC(=O)NC2CCCC2)cc1)S(=O)(=O)c1cccs1,1.1,9.6,8.0,-1.9,7.6,7.1,-2.1,3.5
CCCCN1C(=O)C(O)(CC(=O)c2ccccc2OC)c2ccccc21 (centres undefined),-3.4,6.3,-3.7,5.3,1.3,2.7,-5.0,8.7
COc1ccccc1OCCCc1c(C)n[nH]c1C,-2.3,-3.2,-4.2,0.7,-4.7,-10.1,-11.3,-6.9
CCN(C(=O)CSc1nc(C)nc2sc3c(c12)CCC3)C1CCS(=O)(=O)C1 (centres undefined),-1.6,12.3,6.2,-2.5,2.5,-2.1,2.6,-10.3
CCc1cc2c(=O)[nH]c(Cc3ccc(Cl)cc3)nc2s1,9.2,-8.3,-17.7,-2.7,7.7,-7.3,-6.6,10.3
CS(=O)(=O)N(CC(=O)NCCSCc1cccc(Cl)c1)c1ccc2c(c1)OCO2,2.8,4.7,4.1,0.5,9.5,18.3,1.4,-18.4
Cc1ccc(O)c(NC(=O)C2CC(c3ccc(F)cc3)=NO2)c1 (centres undefined),7.0,9.1,12.5,2.5,-1.8,-0.8,0.1,20.1
O=S(=O)(Nc1nc2ccccc2nc1Cl)c1ccccc1,-8.9,2.5,-0.9,-2.2,-7.6,0.7,-4.4,10.5
O=C(COC(=O)CNC(=O)c1ccc(Cl)cc1Cl)NNC(=O)c1ccccc1F,-5.1,5.6,-13.1,3.4,6.0,0.8,-13.4,8.6
Cc1ccc2nc(-c3ccccc3)nc(SC(C)C(=O)NCc3cccs3)c2c1 (centres undefined),/,-4.7,/,/,-5.8,-14.4,-19.1,-11.4
COc1ccccc1OCC(=O)Nc1nonc1NC(=O)COc1ccccc1OC,0.1,2.8,-5.9,-2.1,-0.5,4.2,7.6,-0.4
CC12CCC(=O)N1C(C(=O)Nc1nc(-c3ccc(F)cc3)cs1)CS2 (centres undefined),3.0,-0.1,13.8,-2.2,4.1,0.6,-7.6,-9.0
O=C(NC1CC1)c1cccc(NC(=O)c2cc(S(=O)(=O)N3CCOCC3)ccc2Cl)c1,-5.3,-5.0,-2.2,-16.4,6.3,8.4,-3.0,-5.3
O=C(c1ccc(CSc2ccccc2)cc1)N1CCCCCC1,6.0,14.0,2.9,-20.0,15.7,-65.4,64.4*,-47.7
O=C(NNC(=S)NC(=O)c1ccccc1[N+](=O)[O-])c1ccccc1[N+](=O)[O-],16.9,25.7,-1.6,5.2,-6.3,10.1,3.2,16.2
COC(=O)NC1(C(=O)O)CCCC1,10.9,-20.0,-18.6,-8.9,-0.7,-28.5,-6.9,-18.5
O=C(C1CC(=O)N(c2ccc(F)cc2)C1)N1CCOCC1 (centres undefined),8.0,3.2,-1.2,/,4.6,-8.7,3.9,-11.8
COc1ccc(OCCC(=O)NCc2ccccc2)cc1,-8.2,0.8,7.0,2.6,8.1,-13.2,-2.5,-21.8
Cc1ccc(OCC(=O)Nc2ccc(C)c(S(=O)(=O)N3CCCCCC3)c2)c([N+](=O)[O-])n1,4.3,-6.1,2.7,8.8,14.9,6.8,0.7,-6.6
C[C@@H](CN=[N+]=[N-])CN1CC[C@H](NC(=O)OCc2ccccc2)CCC1=O,13.2,-6.7,-2.5,2.8,9.5,11.1,4.6,13.0
CCCN1C(=O)C(NC(C)=O)c2ccccc21 (centres undefined),15.7,2.5,-3.1,0.8,5.2,2.5,5.9,-7.6
Cc1ccc(OCC(O)CNC2CCCC2)cc1C (centres undefined),2.9,3.2,-8.1,19.3,-9.4,4.1,-2.2,1.8
NS(=O)(=O)c1ccc(CNC(=O)c2ccc(Cl)c([N+](=O)[O-])c2)cc1,5.9,8.9,4.5,-0.5,1.4,10.8,0.4,-5.2
CC1CC(C)CN(C(=O)CCCNC(=O)c2ccc(Cl)cc2)C1 (centres undefined),15.3,-0.7,-6.0,-16.1,6.1,2.5,7.9,-0.4
O=C(Nc1nccs1)c1ccc(NC(=O)C2CC=CCC2C(=O)O)cc1 (centres undefined),-2.4,13.0,-12.9,-5.9,-0.8,3.7,-10.1,13.9

# Reprinted at random: four records from the list, in no set order.
SMILES,CCR6 antag,UBC13 polyUb,EBI2 block,Gli-Sufu antag,Apaf-1 inh,697 NFkB inh,SENP8 block,Jurkat NFkB inh
CS(=O)(=O)N(CC(=O)NCCSCc1cccc(Cl)c1)c1ccc2c(c1)OCO2,2.8,4.7,4.1,0.5,9.5,18.3,1.4,-18.4
O=C(COc1ccc([N+](=O)[O-])cc1Cl)Nc1ccc2[nH]c(=O)[nH]c2c1,1.4,4.2,-3.5,7.3,-13.4,23.2,11.5,1.6
O=C(NCc1nnc(SCC(=O)N2CCCC2)o1)c1c(F)cccc1Cl,7.3,-4.4,3.0,1.9,1.8,-14.4,-6.0,-3.4
NS(=O)(=O)c1ccc(CNC(=O)c2ccc(Cl)c([N+](=O)[O-])c2)cc1,5.9,8.9,4.5,-0.5,1.4,10.8,0.4,-5.2

# Other results
SMILES,CCR6 antag,UBC13 polyUb,EBI2 block,Gli-Sufu antag,Apaf-1 inh,697 NFkB inh,SENP8 block,Jurkat NFkB inh
Cc1ccc(S(=O)(=O)N2C(=O)[C@@H]3Cc4ccccc4CN3C2=O)cc1,1.5,-1.7,4.3,-8.8,2.5,11.7,10.8,-8.0
CC(=O)Nc1ccc(S(=O)(=O)NCC(=O)OCC(=O)NC23CC4CC(CC(C4)C2)C3)cc1,7.1,-16.2,-1.6,-1.1,4.8,-5.1,-2.9,8.4
CCN(C(=O)c1cn(CC)c(=O)c2cc(OC)c(OC)cc12)c1ccccc1C,-5.4,0.9,23.3,-5.0,-6.6,18.2,-4.2,-5.3
C/C(=N\NC(N)=S)c1cc(-c2ccccc2)c(-c2ccccc2)s1,18.5,1.9,25.6,10.0,18.0,20.5,18.3,16.3
CCOC(=O)C1=C(O)C(=O)NC(c2ccccc2)=C(OCC)C1,-4.8,0.9,1.2,0.6,3.2,-6.2,-2.6,15.6
O=C(COC(=O)CN1C(=O)c2ccccc2C1=O)NC1CCCC1,20.4,5.4,1.1,7.1,-5.2,26.7,-0.7,2.3
O=C(c1ccc(C(F)(F)F)cc1)N1CCN(S(=O)(=O)c2ccc3c(c2)OCCCO3)CC1,12.1,-1.8,51.1*,8.4,12.0,21.2,-7.4,13.3
CNC(=O)c1c(NC(=O)C2=COCCO2)sc2c1CCCC2,-0.2,-4.7,-1.2,-43.1,3.8,-26.4,6.0,-33.9
O=C(NCc1ccccn1)c1cccc(S(=O)(=O)N2CCCCC2)c1,2.2,-0.8,-7.9,1.2,6.6,11.7,-12.7,-3.7
Cc1ccc(Cl)cc1-c1ccc(C=Nc2ccc(N3CCOCC3)cc2)o1,12.1,-32.9,-8.3,2.1,11.3,-5.5,-14.2,-1.3
COc1ccc2c(c1)C(=O)N(c1ccc(C)cc1)C(=O)C2,24.9,-6.4,0.7,7.1,-5.7,8.1,0.8,4.3
COc1ccc(/C=N/Nc2ccc(C(=O)O)cc2)cc1Br,-9.9,-10.7,-4.2,-15.6,10.2,-235.4,97.2*,-14.0
CN(C)S(=O)(=O)c1ccc(Cl)c(NC(=O)c2ccncc2)c1,2.5,-2.7,-4.0,-0.1,-6.3,-5.1,-0.7,3.5
O=C(N/N=C/c1cc2ccccc2[nH]1)c1ccccc1Cl,1.7,3.2,7.5,-10.2,6.1,-16.6,-2.6,-11.0
CCCCNC(=O)[C@H]1C[C@H]1[C@@H](O)[C@H](CO)NC(=O)[C@H](CC(C)C)NC(=O)OC(C)(C)C,-5.1,0.8,-5.2,-24.2,-2.3,16.2,-15.1,-0.3

# Screening data deposited in PubChem BioAssay by Sanford-Burnham Center for Chemical Genomics.

# A portion of the library. The share of hits here may be higher or lower than overall.
